CBFb RUNX1 block – qHTS Assay for Compounds Blocking the Interaction Between CBF-beta and RUNX1 for the Treatment of Acute Myeloid Leukemia | Runt-related transcription factor 1 (Homo sapiens) + Core-binding factor subunit beta … | AlphaScreen CBFb-His/RUNX1-biotin binding, biochemical | Potency, µM (series often up to 59.8 µM), without a hit: at the highest dose activity, negative = inhibition, most hits filed as inhibitors | 230,000 tested, under 10 active | AID 1477, 2009; note: % of control where 0% means no effect
Target sequence (Q01196 whole entry, looked up): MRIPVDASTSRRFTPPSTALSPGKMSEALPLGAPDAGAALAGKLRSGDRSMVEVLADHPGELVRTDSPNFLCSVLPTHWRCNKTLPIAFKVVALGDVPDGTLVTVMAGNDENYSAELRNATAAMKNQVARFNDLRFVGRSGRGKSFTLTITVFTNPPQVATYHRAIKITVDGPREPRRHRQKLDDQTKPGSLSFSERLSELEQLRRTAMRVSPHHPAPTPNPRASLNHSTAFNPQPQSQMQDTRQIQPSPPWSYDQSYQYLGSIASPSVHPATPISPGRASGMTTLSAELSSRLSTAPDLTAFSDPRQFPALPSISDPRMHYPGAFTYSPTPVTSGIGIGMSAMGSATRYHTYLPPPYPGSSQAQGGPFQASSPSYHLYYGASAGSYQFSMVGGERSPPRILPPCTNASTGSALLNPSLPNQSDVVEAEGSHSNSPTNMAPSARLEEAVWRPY
Target sequence (Q13951 whole entry, looked up): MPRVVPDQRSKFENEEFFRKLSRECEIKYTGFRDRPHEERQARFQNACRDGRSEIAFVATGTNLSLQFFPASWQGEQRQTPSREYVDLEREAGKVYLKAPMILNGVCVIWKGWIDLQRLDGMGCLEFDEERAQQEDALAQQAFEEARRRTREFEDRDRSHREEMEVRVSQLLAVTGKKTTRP
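AlphaScreen binding: CBFb-His and RUNX1-biotin (30 nM each) preincubated 20 min, compound added for 15 min, then nickel and streptavidin beads for 90 min, all at room temperature. Disruption of the interaction by any mechanism counts as activity.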
IMPase Li cell – qHTS Assay for Identifying the Cell-Membrane Permeable IMPase Inhibitors: Potentiation with Lithium; CHO-M1 cells, IP1 TR-FRET (IP-One), carbachol + lithium; Potency, µM (titrated, usually from 59.4 µM), for inactives: at the highest dose activity, negative = IMPase inhibition, most hits filed as inhibitors; 0.35% of 210,000 active; AID 1457, 2008;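 note: IP1 builds up when IMPase is blocked and the TR-FRET signal falls; potency is the fitted concentration of half-maximal effect; plate controls were basal vehicle for no effect and high inhibitor control for full effect; nearly all actives have a fitted effect of over 50% in size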
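Readout is a homogeneous TR-FRET IP1 immunoassay (Ex 320, Em 665 and 620), where raised cytosolic IP1 lowers signal. Cells were CHO-M1 treated 30 min at 37C with test compounds plus a little lithium; AC50 values came from Hill-equation fitting.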
Epigenetic derep – Quantitative High-Throughput Screen for Regulators of Epigenetic Control | murine LDR cells, GFP reporter derepression, 30 h | Potency, µM (highest dose often 53.9 µM), inactives show at the top dose GFP activation, most hits filed as activators | 0.2% of 280,000 active | AID 1865, 2009; note: potency is the fitted concentration of half-maximal effect; % of control where 0% means no effect; nearly all actives have a fitted effect of over 60% in size
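Murine LDR cells carrying a silenced, genomically integrated CMV-driven GFP reporter were exposed to compound for 30 hours at 37 C. After PBS washes, GFP-positive cells (20–120 um objects) were counted by laser-scanning microplate cytometry.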
GLA spleen mod – qHTS Assay for Inhibitors and Activators of Human alpha-Galactosidase From Spleen Homogenate | Alpha-galactosidase A (Homo sapiens), P06280 | human spleen homogenate, 4MU-alpha-Gal fluorescence, 40 min | Potency, µM (doses to about 80 µM), inactives show at the highest dose activity change, negative = inhibition, usual class: inhibitors | 0.008% of 240,000 active;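 note: potency is the fitted concentration of half-maximal effect; 0% = enzyme with vehicle and -100% = no enzyme basal signal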
Target sequence (P06280 32-429 limits assumed): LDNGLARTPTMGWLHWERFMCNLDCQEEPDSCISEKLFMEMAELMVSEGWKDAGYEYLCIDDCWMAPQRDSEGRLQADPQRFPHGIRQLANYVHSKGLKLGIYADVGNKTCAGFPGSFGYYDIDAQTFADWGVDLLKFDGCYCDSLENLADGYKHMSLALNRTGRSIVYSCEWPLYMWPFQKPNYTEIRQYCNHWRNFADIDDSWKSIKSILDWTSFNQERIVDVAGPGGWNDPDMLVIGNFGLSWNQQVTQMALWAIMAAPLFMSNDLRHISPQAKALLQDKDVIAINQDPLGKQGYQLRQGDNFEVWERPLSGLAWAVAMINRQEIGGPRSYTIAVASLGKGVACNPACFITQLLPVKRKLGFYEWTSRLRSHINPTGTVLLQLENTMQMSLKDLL
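Fluorogenic readout (Ex 365/Em 440 nm) of 4-methylumbelliferone released from 1 mM 4-MU-alpha-galactoside by spleen homogenate, 40 min at 37C, pH 5.0. Data normalized to no-enzyme and enzyme controls; Hill-equation AC50 from compound titrations.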
Lamin A splicing – qHTS Assay for Modulators of Lamin A Splicing; Potency, µM (doses to about 46.1 µM), for inactives: top-dose ratio change, negative = inhibition, most hits filed as inhibitors; AID 1487, 2009; 0.01% of 200,000 active; HeLa LMNA splicing GFP/RFP minigene ratio, 48 h; active = well fitted inhibition curve with a large enough effect in the signal ratio, with a control signal flat, not every such curve was filed as active; inconclusive = small, poorly fitted or top-dose-only effect, or effect the other way, or a change in a side signal; the % refers to the signal ratio; note: potency is the fitted concentration of half-maximal effect; % is set by controls: 0 for no effect and ±100 for the full control effect
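S3 HeLa stable clones carrying a lamin A-EGFP splicing minigene plus DsRed2 were seeded at 600 cells/well in Opti-MEM with 2% FBS, pin-dosed and incubated 48 h at 37°C. Acumen cytometry (488 nm) gave the GFP/RFP total-intensity ratio.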
KinaseGlo FLuc – Counterscreen for Luciferase (Kinase-Glo TM) Inhibition | 0.28% of 200,000 active | AID 1379, 2008 | Kinase-Glo luciferase, ATP luminescence, 8 min | Luciferin 4-monooxygenase (Photuris pensylvanica), Q27757 | Potency, µM (highest dose often 38.3 µM), without a hit: top-dose activity change, negative = inhibition, most hits filed as inhibitors; note: potency is the fitted concentration of half-maximal effect; % is set by controls: 0 for no effect and ±100 for the full control effect; nearly all actives have a fitted effect of over 60% in size
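Recombinant Kinase-Glo luciferase, 10 uM ATP (linear range), luciferin; imidazole pH 7.2 / KCl / MgCl2 / Tween / BSA buffer; 8 min RT; luminescence.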
NPSR antag – qHTS Assay for Antagonists of the Neuropeptide S Receptor: cAMP Signal Transduction. Potency, µM (doses to about 38.3 µM), for inactives: at the top dose activity change, negative = inhibition, most hits filed as inhibitors. CHO-NPSR cells, cAMP TR-FRET, antagonist mode. Q6W5P4. 1% of 220,000 active; note: potency is the fitted concentration of half-maximal effect; % is set by controls: 0 for no effect and ±100 for the full control effect; nearly all actives have a fitted effect of over 50% in size; many of its hits are not listed in these tables
The depositor's hits bear a star; ? = inconclusive; · = no result given; [ ] = dose if it differs, or a comment. Unless noted, calls come from the whole dose curve; as a rule, active = well fitted curve in the direction sought with a large enough effect; inconclusive = small, poorly fitted or top-dose-only effect, or another doubt; inactive = no such curve, though single readings can be large; an effect the other way counts as inactive or inconclusive. Not all compounds are listed; the hit share may differ from the screen's.

SMILES | CBFb RUNX1 block | IMPase Li cell | Epigenetic derep | GLA spleen mod | Lamin A splicing | KinaseGlo FLuc | NPSR antag
CCOc1ccc(S(=O)(=O)c2c(C(=O)c3ccc(C)cc3)cnc3cc4c(cc23)OCCO4)cc1 | -6% | -6% | 1.1% | 6% | ? | -1% | -28%[46.1 µM]
Cc1ccccc1C(=O)/C=C1\NC(=O)CS1 | 3% | -8%[38.3 µM] | 3.3% | 1% | ? | -5% | -17%[46.1 µM]
Cc1ccc(Oc2cc(C#N)c(C#N)cc2-n2nnc3ccccc32)cc1C | 6% | 27%[38.3 µM] | 0.0% | 0% | -6% | -3% | -9%[46.1 µM]
Cc1ccc(C(=O)NC(=C(Cl)Cl)S(=O)(=O)c2ccccc2)cc1 | -4% | 10% | 0.0% | -1% | ? | 3% | -14%
CCC(Sc1ccc2nnc(-c3cccnc3)n2n1)C(=O)OC (centres undefined) | 1% | 3% | 3.0% | 1% | 26%[46 µM] | -1% | 20%
CCOc1ccccc1Nc1nnc(Cc2ccccc2Cl)c(=O)[nH]1 | 4% | 0%[38.3 µM] | -0.6% | 0% | 16% | 0% | -8%[46.1 µM]
CC(=O)NC(CC(C)C)C(=O)NC(=O)NCc1ccccc1 (centres undefined) | -6% | 1%[38.3 µM] | -7.4% | -15% | 15% | -1% | 2%[46.1 µM]
O=C(c1ccncc1)N1CCN(c2ccc3ccccc3n2)CC1 | -1% | 6% | 2.3% | 3% | ? | -3% | 19%
COc1ccc(S(=O)(=O)Cc2ccc(C(=O)N3CCC(C(N)=O)CC3)o2)cc1 | -3% | -2%[38.3 µM] | 0.8% | 7% | -1% | -4% | 11%[46.1 µM]
Cn1c(SCC(=O)N/N=C/c2cccnc2)nnc1-c1ccccc1 | 8% | · | 1.1% | -10% | · | · | 10%
COCCN1C(=O)C(=O)/C(=C(/O)c2cccc(OC)c2)C1c1ccncc1 (centres undefined) | 16% | -12%[38.3 µM] | -2.9% | -5% | 2% | -2% | -3%[46.1 µM]
c1ccc(CCn2nnnc2C(c2cccnc2)N2CCN(c3nc4ccccc4s3)CC2)cc1 (centres undefined) | -11% | 16%[38.3 µM] | -1.0% | -15% | ? | 2% | ?
CC(C(=O)O)N1C(=O)c2ccccc2C1=O (centres undefined) | -3% | -2%[38.3 µM] | -6.3% | -1% | 2% | -4% | -1%[46.1 µM]
Cc1ccc(C(C2=C(O)CC(C)(C)CC2=O)C2C(=O)CC(C)(C)CC2=O)s1 (centres undefined) | 1% | -3%[38.3 µM] | -1.8% | 3% | 8% | -2% | -13%[46.1 µM]
O=C(C1CCN(S(=O)(=O)c2ccc(Br)s2)CC1)N1CCc2ccccc21 | 4% | -7%[38.3 µM] | -1.0% | -5% | ? | 0% | -21%[46.1 µM]
O=C(NC1CCc2ccccc21)C1CCN(S(=O)(=O)c2ccc(Cl)cc2)CC1 (centres undefined) | -1% | -1% | 2.0% | -5% | 0% | 5% | -23%
O=S(=O)(NCc1ccc(F)cc1)c1cccc(S(=O)(=O)N2CCOCC2)c1 | 1% | 22%[38.3 µM] | -0.1% | -4% | ? | -1% | -5%[46.1 µM]
COc1ccccc1NC(C#N)c1ccccc1OCc1ccccc1 (centres undefined) | 1% | 0% | -1.9% | -5% | -13% | 0% | -21%
CCOC(=O)c1c(OCCO)nn(-c2ccccc2)c1N | -4% | 4% | -4.1% | 2% | ? | -5% | 10%
Cc1ccc(-c2cc(-c3n[nH]c(=S)n3C)c3ccccc3n2)cc1 | · | -4% | -2.2% | 8% | · | -5% | -13%
O=C(COc1ccccc1)Nc1ccccc1Cl | 0% | -2% | 1.4% | 1% | · | 2% | 29%
COC(=O)Cc1c(C)nc2nc(Cc3ccccc3)[nH]n2c1=O | 6% | 3%[38.3 µM] | -1.0% | 5% | -2% | 5% | 1%[46.1 µM]
CCCOc1ccccc1N/C(N)=N/c1nc(C)cc(C)n1 | -4% | 18% | 5.4% | -3% | · | -1% | -7%
CCc1c(C)nc2[nH]nc(NC(=O)C(F)(F)F)n2c1=O | 4% | 0%[38.3 µM] | -0.7% | 7% | 9% | -4% | -5%[46.1 µM]
CC(C)(C)NC(=O)C(c1ccncc1)N(C(=O)Cn1nnc(-c2cccs2)n1)C1CCCCC1 (centres undefined) | 7% | 5% | 0.0% | -4% | -4% | 1% | -18%[46.1 µM]

Results in Epigenetic derep, for 3 of the compounds above:
SMILES | Epigenetic derep
CCOc1ccc(S(=O)(=O)c2c(C(=O)c3ccc(C)cc3)cnc3cc4c(cc23)OCCO4)cc1 | 1.1%
O=S(=O)(NCc1ccc(F)cc1)c1cccc(S(=O)(=O)N2CCOCC2)c1 | -0.1%
c1ccc(CCn2nnnc2C(c2cccnc2)N2CCN(c3nc4ccccc4s3)CC2)cc1 (centres undefined) | -1.0%

Continuation.
SMILES | CBFb RUNX1 block | IMPase Li cell | Epigenetic derep | GLA spleen mod | Lamin A splicing | KinaseGlo FLuc | NPSR antag
CN1/C(=C\C(=O)Nc2cccc(Cl)c2)C(C)(C)c2ccccc21 | -5% | 17% | -1.0% | -1% | 2% | 1% | -19%
c1ccc(CCc2nc(-c3ccccc3)no2)cc1 | ? | 2%[38.3 µM] | -1.2% | 3% | -9% | -5% | -14%[46.1 µM]
COC(=O)c1c(C)oc(C)c1S(=O)(=O)NCc1ccc(OC)cc1 | 9% | · | -1.2% | 11% | · | · | 6%
Cn1c(Br)nc2c1c(=O)n(CC(O)COc1ccccc1)c(=O)n2C (centres undefined) | 4% | 6%[38.3 µM] | -1.6% | 1% | 23% | 0% | -4%[46.1 µM]
Cc1ccc(C(=O)NCCSc2ccc(Cl)cc2)cc1[N+](=O)[O-] | -23% | 38%[activator][38.3 µM] | -1.1% | -5% | ? | -1% | ?
CCN(CC)S(=O)(=O)c1ccc(N2CCOCC2)c(NC(=O)COc2ccccc2)c1 | 8% | 12% | -1.3% | 0% | -15%[46 µM] | -3% | -32%
CC(C)(C)NC(=O)CSc1nnc(-c2ccco2)n1Cc1ccco1 | 1% | 14%[38.3 µM] | -1.0% | -2% | 1% | -2% | -6%[46.1 µM]
CC1(C)CC(CC(=O)O)CC(C)(C)N1 | 5% | -1% | 1.5% | 3% | · | 1% | 16%
FC(F)(F)c1ccc(NC2=NCCC2)cc1 | -2% | 0% | -3.5% | -6% | · | -1% | 18%
Cc1ccc(Oc2nnc(-c3ccc(C)cc3)c3ccccc23)cc1 | 0% | 7% | 6.9% | -6% | -14% | -1% | -54%
CCOC(=O)CNS(=O)(=O)c1ccc(C(=O)O)cc1 | 4% | -13%[38.3 µM] | -0.9% | -7% | -1% | -3% | -2%[46.1 µM]
C[C@H](NC(=O)OC(C)(C)C)c1nnc(SCC(=O)Nc2ccc(Br)cc2)o1 | 2% | 8%[38.3 µM] | 1.5% | -5% | 8% | 1% | -15%[46.1 µM]
S=C(NCCc1ccncc1)Nc1cccc2ccccc12 | 2% | -1% | -7.7% | 6% | · | 0% | 6%
CCCCNC(=O)c1ccc(CNS(=O)(=O)c2ccc(Br)cc2)cc1 | 5% | 2% | 3.3% | -7% | · | 0% | -6%
CCOc1cc(/C=C2\NC(=S)N(c3c(C)n(C)n(-c4ccccc4)c3=O)C2=O)ccc1O | -9% | 6% | -0.5% | -6% | 3% | -1% | -13%
Cc1ccccc1CN1CCN(Cc2ccccc2C(F)(F)F)CC1 | 3% | 31%[38.3 µM] | 0.7% | -1% | 1% | 4% | ?
CC(C)[C@@H](CC(=O)N[C@@H]1CCCC[C@H]1C(=O)N[C@H](CC(=O)N[C@@H](CCC(=O)O)CC(=O)O)Cc1ccccc1)NC(=O)C[C@H](Cc1ccccc1)NC(=O)[C@@H]1CNCC[C@H]1N | 3% | 4% | -0.1% | 0% | · | 2% | ·
CC1(C)CC(CC(=O)Nc2ccccc2[N+](=O)[O-])C(=O)O1 (centres undefined) | -6% | -6% | 6.7% | 3% | ? | 3% | 12%
COc1ccc(CC(=O)NNC(=O)COc2ccc(Br)cc2C)cc1OC | 1% | -7% | 0.9% | -6% | -2% | -1% | 6%
CCOC(=O)COn1c2c(c3c4no[n+]([O-])c4ccc31)CCCC2 | 2% | 30%[38.3 µM] | 1.0% | 6% | 5% | -1% | -12%[46.1 µM]
CC(=C1C(=O)c2ccccc2C1=O)N1CCC(C(N)=O)(N2CCCCC2)CC1 | -6% | 6%[38.3 µM] | 1.1% | -5% | 4% | 3% | -8%[46.1 µM]
Cc1ccc(CN2C(=O)C(C)Oc3ccccc32)cc1 (centres undefined) | 18% | 12% | -1.1% | -16% | 5%[46 µM] | 0% | 18%
CN(C)CC(C)(C)CNC(=S)NCc1ccc2c(c1)OCO2 | 1% | -3% | 0.0% | -3% | 0% | 4% | 12%
C=CCSc1nnc(NC(=O)CSc2ccccn2)s1 | 2% | 5%[38.3 µM] | -1.8% | -9% | -3% | -3% | -9%[46.1 µM]
CN(C)C(=O)c1ccc(-c2cncnc2NCCN2CCOCC2)cc1 | · | 1% | 1.0% | 2% | 4% | -2% | ·

Whole records from above. Order of screens: CBFb RUNX1 block	IMPase Li cell	Epigenetic derep	GLA spleen mod	Lamin A splicing	KinaseGlo FLuc	NPSR antag
CC(C(=O)O)N1C(=O)c2ccccc2C1=O (centres undefined) is entered as -3%	-2%[38.3 µM]	-6.3%	-1%	2%	-4%	-1%[46.1 µM]
CCOC(=O)CNS(=O)(=O)c1ccc(C(=O)O)cc1 is entered as 4%	-13%[38.3 µM]	-0.9%	-7%	-1%	-3%	-2%[46.1 µM]
CCOC(=O)c1c(OCCO)nn(-c2ccccc2)c1N is entered as -4%	4%	-4.1%	2%	?	-5%	10%
CCCCNC(=O)c1ccc(CNS(=O)(=O)c2ccc(Br)cc2)cc1 is entered as 5%	2%	3.3%	-7%	·	0%	-6%
CCOC(=O)COn1c2c(c3c4no[n+]([O-])c4ccc31)CCCC2 is entered as 2%	30%[38.3 µM]	1.0%	6%	5%	-1%	-12%[46.1 µM]
